# HDAC3 inh = human HDAC3 inhibition; recombinant HDAC3, fluorogenic peptide/trypsin coupled, fluorescence; inhibition, % at 8.3 µM; 320,000 compounds, 0.15% hits; AID 2718; in the data active = inhibition above about 26%, passing the limit was not always enough; inconclusive = no clear call, values can overlap the other calls
# RGS4 block = human RGS4 inhibition. P49798. HEK293 M3R/RGS4 inducible, Fluo-4 calcium flux; hits give high values; triggered by carbachol at its EC20. B-score at 10 µM. 310,000 compounds, 0.45% hits. AID 463165;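 active = B-score, a plate-corrected calcium signal, over three deviations above library mean, with baseline fluorescence within five deviations of library mean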;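 note: RGS4 expression induced by doxycycline in cells with stable M3 receptor; B-score is computed from the integrated fluorescence ratio over baseline after carbachol; higher B-score means a larger calcium signal and so more RGS4 inhibition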
# SKKanGAS inh = blocks kanamycin growth of S. pyogenes SKKanGAS strain; BacTiter-Glo, 6 h; inhibition, % at 7.5 µM; 300,000 compounds, 1.3% hits;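 active = mean replicate score, as percent of positive control median, at least 50; inconclusive = mean below 50 but one replicate at or above 50; inactive = mean and every replicate below 50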;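 note: strain carries kanamycin resistance gene driven by streptokinase promoter and grows in 40 µg/ml kanamycin; loss of luminescence reflects streptokinase promoter inhibition or plain growth inhibition; 0% = median of DMSO wells and 100% = positive control at its reference dose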
# TRPC6 inhibitor = blocks the mouse TRPC6 cation channel; Q61143; HEK293-TRPC6, membrane potential dye, ACh-evoked depolarization; hits give low values; B-score at 10 µM; 310,000 compounds, 1.1% hits; AID 2553;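 active = B-score under library mean minus 3 SD, initial fluorescence not abnormally high, positive integrated signal ratio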;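 note: B-score derived from integrated fluorescence ratio over the kinetic read; more negative B-score means stronger inhibition of depolarization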
# RGS4 act = RGS4 potentiation or activation; HEK293 M3R/inducible RGS4, carbachol calcium flux Fluo4; hits give low values; B-score at 10 µM; 310,000 compounds, 0.92% hits; AID 463111;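 active = B-score of the integrated calcium signal more than 4 SD below the library mean, with starting fluorescence not abnormally high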;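 note: negative B-score means reduced calcium response which marks RGS4 activation or potentiation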
#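 Assay system: HEK293 FlpIn-TREx cells, stable M3R, doxycycline-inducible RGS4 / Probe or stimulus: carbachol, ECmax concentration / Times: overnight RGS4 induction, 30 min dye load 37 °C, 20 min compound RT / Signal: kinetic calcium fluorescence imaging with Fluo4-AM dye, 2 µM / Measure: Agonist-evoked peak-minus-minimum fluorescence over baseline, integrated ratio, B score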
# MrgX1 agonist = human MrgX1 receptor agonism, primary screen; B-score at 10 µM; MrgX1-HEK293 cells, Fluo-4 calcium fluorescence, agonist mode; hits give high values; 310,000 compounds, 0.44% hits; Q96LB2;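 active = calcium response B-score plate-corrected fluorescence ratio at least 3 library SD, with starting fluorescence B-score inside 5 SD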
#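 Test system: HEK293 cells stably expressing human MrgX1 receptor; amount: 15,000 cells per well; doses: compound delivered in addition one of three; times: overnight plating before 1 h dye loading; detection: Fluo-4 NW calcium-flux fluorescence, kinetic read; read-out basis: B-scored fluorescence response ratio; controls: positive and negative controls per plate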
# TMEM16A inh = mouse TMEM16A channel inhibition, primary screen; Q8BHY3; AID 588511; 310,000 compounds, 1.2% hits; HEK293 TMEM16A/YFP iodide influx fluorescence, ionomycin; normalized B-score (activity score, 25-100; higher = stronger inhibition) at 10 µM;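 active = ratio plate-corrected score three or more library SD toward inhibition, starting fluorescence score within five deviations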;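 note: score derived from kinetic fluorescence span divided by baseline fluorescence per well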
# Target sequence (Q8BHY3 whole entry, looked up): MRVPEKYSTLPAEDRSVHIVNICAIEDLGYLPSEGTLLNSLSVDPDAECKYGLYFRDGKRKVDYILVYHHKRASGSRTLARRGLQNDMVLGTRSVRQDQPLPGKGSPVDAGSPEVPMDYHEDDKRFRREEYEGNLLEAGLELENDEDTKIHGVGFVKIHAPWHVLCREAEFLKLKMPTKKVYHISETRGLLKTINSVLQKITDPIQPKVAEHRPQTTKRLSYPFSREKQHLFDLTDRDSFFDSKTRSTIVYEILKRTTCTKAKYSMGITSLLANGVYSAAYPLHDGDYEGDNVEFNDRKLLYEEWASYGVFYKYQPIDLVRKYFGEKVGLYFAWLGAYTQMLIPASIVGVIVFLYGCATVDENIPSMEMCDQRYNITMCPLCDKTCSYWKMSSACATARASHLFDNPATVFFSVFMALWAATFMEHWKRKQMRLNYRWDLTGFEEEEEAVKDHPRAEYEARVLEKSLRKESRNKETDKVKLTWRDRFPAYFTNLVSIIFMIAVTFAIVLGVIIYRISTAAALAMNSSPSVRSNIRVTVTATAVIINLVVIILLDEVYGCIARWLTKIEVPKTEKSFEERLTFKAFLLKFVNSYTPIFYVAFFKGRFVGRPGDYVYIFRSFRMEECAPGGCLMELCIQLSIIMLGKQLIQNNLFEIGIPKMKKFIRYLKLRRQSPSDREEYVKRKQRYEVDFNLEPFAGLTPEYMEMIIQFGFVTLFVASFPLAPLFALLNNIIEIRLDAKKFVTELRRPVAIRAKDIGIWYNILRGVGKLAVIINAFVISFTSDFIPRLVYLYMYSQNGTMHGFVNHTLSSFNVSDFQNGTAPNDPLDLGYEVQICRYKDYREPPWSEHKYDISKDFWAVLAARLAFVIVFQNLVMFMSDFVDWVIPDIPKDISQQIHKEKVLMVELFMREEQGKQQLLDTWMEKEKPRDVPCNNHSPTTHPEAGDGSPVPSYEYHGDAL
# TRPC6 act = activators of mouse TRPC6 channel; Q61143; HEK293-TRPC6 membrane potential dye fluorescence; hits give high values; B-score at 10 µM; 310,000 compounds, 0.13% hits; AID 2550;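 active = B-score of the integrated fluorescence ratio above library mean plus 3 SD, and starting fluorescence ratio within library mean plus 5 SD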;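 note: higher score means more depolarization so channel activation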
# MrgX1 allo act = human MrgX1 positive allosteric modulation, primary screen. B-score at 10 µM. MrgX1-HEK293, Fluo-4 calcium flux, FDSS; hits give high values. AID 588675. 310,000 compounds, 0.63% hits;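 active = plate-corrected calcium response at least 3 library SD above typical, normal starting fluorescence, not activating the receptor alone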;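 note: compound read alongside a low EC10 to EC30 dose of BAM8-22 agonist; peak minus trough fluorescence over baseline measured at the second addition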
# MrgX1 antagonist = human MrgX1 receptor antagonism, primary screen | AID 588676 | MRGX1-HEK293 calcium flux, Fluo-4, BAM8-22 antagonism; hits give low values | B-score at 10 µM | 310,000 compounds, 1.3% hits;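 active = calcium-response B-score plate-corrected more than 3 library SD below zero, starting fluorescence within 5 deviations, no agonist response on first addition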;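 note: peak minus trough fluorescence over baseline after final BAM8-22 challenge near maximal dose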
# TMEM16A act = mouse TMEM16A channel activation, primary screen. HEK293 TMEM16A/YFP-H148Q/I152L, iodide quench fluorescence; hits give low values. AID 623877. Q8BHY3. 340,000 compounds, 0.3% hits. B-score at 10 µM;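 active = fluorescence-ratio B-score plate-corrected deviation score at least 3 library SD below zero, with starting fluorescence score within 5 deviations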;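 note: channel opened by trigger with iodide after compound preincubation; score built on the fluorescence ratio of max minus min over baseline; more negative score means more quench and so TMEM16A activation or potentiation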
# Starred values were filed as active, the others as inactive; i = inactive; ? = inconclusive; . = no result given.
# Value order: HDAC3 inh	RGS4 block	SKKanGAS inh	TRPC6 inhibitor	RGS4 act	MrgX1 agonist	TMEM16A inh	TRPC6 act	MrgX1 allo act	MrgX1 antagonist	TMEM16A act
CCN1CCN(c2ccc(S(=O)(=O)N3CCCCC3)cc2NC(=O)c2cccc(Cl)c2)CC1
→ 4	i	-10	i	i	i	i	i	i	i	i
Cc1ccc(SCC(=O)Nc2ccc(N3CCN(c4ccccc4)CC3)c(F)c2)cc1
→ 1	i	-1	i	i	i	i	i	i	i	i
CCOc1ccc(CN2CCNC(=O)C2CC(=O)NC2CCOCC2)cc1 (stereo not drawn)
→ -5	i	13	i	i	i	i	i	i	i	i
CSc1nsc(SCC(=O)NC2CCCCC2)n1
→ 5	i	5	i	i	i	i	i	i	i	i
CCOC(=O)c1sc(=S)n(C)c1NC(=O)c1cccc(Br)c1
→ 6	i	16	i	i	i	i	i	i	i	i
COc1ccccc1CNC(=O)COC(=O)CCC(=O)c1cccs1
→ -1	i	-5	i	i	i	i	i	i	i	i
O=C(O)c1cc(O)c2c(c1)[C@H]([C@H]1c3cc(C(=O)O)cc(O)c3C(=O)c3c(O[C@@H]4O[C@H](CO)[C@@H](O)[C@H](O)[C@H]4O)cccc31)c1cccc(OC3O[C@H](CO)[C@@H](O)[C@H](O)[C@H]3O)c1C2=O (stereo partly drawn)
→ 5	i	28	i	i	i	i	i	i	i	i
CC(C)n1c(=NC(=O)c2ccco2)c(C#N)cc2c(=O)n3ccccc3cc21
→ -83	i	0	-6.1*	i	i	i	i	i	i	i
N#CC1(Nc2cccc(Br)c2)C(=O)Nc2ccccc21 (stereo not drawn)
→ 7	10*	5	i	i	54*	100*	i	i	i	i
CCCCOC(=O)c1[nH]c2c(c1C)C(=O)CC(c1cc(OC)c(OC)c(OC)c1)C2 (stereo not drawn)
→ 2	i	6	i	i	i	i	i	i	i	i
O=C(O)c1ccc2c3c(cccc13)C(=O)N(c1cccc3ccccc13)C2=O
→ 7	i	5	i	i	i	i	i	i	i	i
COc1ccc(C(=O)N2CCN(CCNC(=O)C(=O)Nc3ccc(F)cc3)CC2)cc1OC
→ 8	i	-4	i	i	i	i	i	i	i	i
COc1ccc(C2C(C(C)=O)=C(C)N=c3s/c(=C\c4cc(C)n(C)c4C)c(=O)n32)c(OC)c1 (stereo not drawn)
→ -1	i	19	i	i	i	i	i	i	i	i
O=C1CC(N2CCCCCC2)C(=O)N1c1ccc(F)cc1 (stereo not drawn)
→ 7	i	0	i	i	i	i	i	i	i	i
O=C(Cn1c(NCCO)nc2ccccc21)c1cccs1
→ -3	i	1	i	i	i	i	i	i	i	i

# Value order: HDAC3 inh	RGS4 block	SKKanGAS inh	TRPC6 inhibitor	RGS4 act	MrgX1 agonist	TMEM16A inh	TRPC6 act	MrgX1 allo act	MrgX1 antagonist	TMEM16A act
CCCn1c(N)nc2ccccc21
→ -14	i	-4	i	i	i	i	i	i	-5.5*	i
CC(OC(=O)CN1C(=O)NC2(CCCC2)C1=O)C(=O)Nc1cccc(Cl)c1Cl (stereo not drawn)
→ 2	i	2	i	i	i	i	i	i	i	i
O=S1(=O)CCOCCCN1Cc1cccc(F)c1
→ 3	i	2	i	i	i	i	i	i	i	i
COc1ccc(NC(=O)c2cc3nc(-c4ccccc4)cc(-c4ccccc4)n3n2)c(OC)c1
→ -7	i	13	i	i	i	i	i	i	i	i
CCn1cc(CNC(=O)CCc2ccc(OC)cc2)cn1
→ 1	i	0	i	i	i	i	i	i	i	i
Cc1c(C(=O)N2CCOCC2)c(S(=O)(=O)Nc2ccc(OC(F)(F)F)cc2)c(C)n1C
→ 3	i	-7	i	i	i	i	i	i	i	i
Cc1ccc(OC(=O)c2cncc(Br)c2)c(C)c1
→ -4	i	11	i	i	i	i	i	i	i	i
Cc1cc(C)nc(N/N=C/c2ccccc2OCc2ccccc2)n1
→ 7	i	1	i	i	i	i	i	i	i	i
COc1ccc(N(C)S(=O)(=O)c2cccc(C(=O)Nc3ccc4c(c3)OCCO4)c2)cc1
→ -7	i	5	i	i	i	i	i	i	i	i
O=C(NCCOCc1ccccc1)C(c1ccccc1)c1ccccc1
→ -4	i	0	i	i	i	i	i	i	i	i
Cc1noc(C)c1CSc1nnc(-c2cccnc2)n1C1CCCCC1C (stereo not drawn)
→ 0	i	-3	i	i	i	i	i	i	i	i
COc1ccc(CCNC(=O)c2ccc3c(c2)NC(=O)C(C(C)C)N3)cc1OC (stereo not drawn)
→ 2	i	-1	i	i	i	i	i	i	i	i
COCCCNC(=S)Nc1cc2oc3ccccc3c2cc1OC
→ 7	i	-8	i	i	i	i	i	i	i	i
CCN(Cc1ccncc1)C(=O)CCc1nnc(CCc2ccccc2OC)o1
→ 2	i	10	i	i	i	i	i	i	i	i
CC(C)Oc1ccc(/C(O)=C2/C(=O)C(=O)N(CCN3CCNCC3)C2c2cccc([N+](=O)[O-])c2)cc1 (stereo not drawn)
→ -3	i	3	i	i	i	i	i	i	i	i

# Value order: HDAC3 inh	RGS4 block	SKKanGAS inh	TRPC6 inhibitor	RGS4 act	MrgX1 agonist	TMEM16A inh	TRPC6 act	MrgX1 allo act	MrgX1 antagonist	TMEM16A act
COc1ccc(C/C(N)=N/O)cc1
→ -2	i	-6	i	i	i	i	i	i	-8.3*	i
CS(=O)(=O)c1nc(-c2ccco2)cc(C(F)(F)F)n1
→ 3	i	-20	i	-7*	i	i	i	i	i	.
Nc1nc(SCc2ccccc2)c2[nH]cnc2n1
→ -3	i	-7	i	i	i	i	i	i	i	i
CC1CN(C(=O)Cn2cc(S(=O)(=O)CC(=O)N3CCOCC3)c3ccccc32)CC(C)O1 (stereo not drawn)
→ 3	i	2	i	i	i	i	i	i	i	i
CCOC(=O)c1cnc2c(cnn2C)c1NCc1ccc(OC)cc1
→ 2	i	5	i	i	i	i	i	i	i	i
COc1ccc(-c2nc(CS(=O)CC(=O)NCc3ccccn3)c(C)o2)cc1 (stereo not drawn)
→ 7	i	4	i	i	i	i	i	i	i	i
N#CCCS(=O)(=O)c1ccc(N)cc1
→ -1	i	7	i	i	i	i	i	i	i	i
O=C(N/N=C/C(Cl)=C\c1ccccc1)c1ccco1
→ 5	i	-1	i	i	i	i	i	i	i	i
COc1ccc(CCN(C)C(=O)c2ccc(OCC(=O)N3CCOCC3)c(OC)c2)cc1OC
→ 1	i	-2	i	i	i	i	i	i	i	i
CCC(=O)Nc1cccc(C(=O)N(Cc2ccccc2)Cc2ccccc2)c1
→ 2	i	-2	i	i	i	i	i	i	i	i
CN1CCN(CCCNC(=O)C2CCN(c3nnc(-n4cccc4)s3)CC2)CC1
→ -1	i	-2	i	i	i	i	i	i	i	i
O=C(NCc1ccccc1Br)C1CCCO1 (stereo not drawn)
→ 9	i	-7	i	i	i	i	i	i	i	i
CC(Oc1coc(CN2CCN(C(=O)c3ccco3)CC2)cc1=O)c1ccccc1 (stereo not drawn)
→ .	i	12	i	i	i	i	i	i	i	i
O=C(CSc1nc2ncccc2[nH]1)c1cccc([N+](=O)[O-])c1
→ 8	i	-3	i	i	i	i	i	i	i	i
COCCNC(=O)CSc1nc2ccccc2c(=O)n1-c1cccc(OC)c1
→ .	i	1	i	i	i	i	i	i	i	i

# Value order: HDAC3 inh	RGS4 block	SKKanGAS inh	TRPC6 inhibitor	RGS4 act	MrgX1 agonist	TMEM16A inh	TRPC6 act	MrgX1 allo act	MrgX1 antagonist	TMEM16A act
CC(C)c1cc(C(C)C)c(S(=O)(=O)N2c3ccccc3[C@]3(Br)C[C@H]4C(=O)N[C@@H](Cc5ccccc5)C(=O)N4[C@H]23)c(C(C)C)c1
→ .	i	30	i	i	.	.	i	.	.	.
CN(C)CC(=O)c1c[nH]c2ccccc12
→ 2	i	2	i	i	i	i	i	i	i	i
CCC(CC)C(=O)c1c[nH]c(C(=O)NCCc2ccccn2)c1
→ 6	i	0	i	i	i	i	i	i	i	i
COc1ccc(N(CC(=O)NCc2ccc3c(c2)OCO3)C(=O)CCC(=O)Nc2ccccn2)cc1
→ -9	i	-7	i	i	i	i	i	i	i	i
COC(=O)c1sccc1NC(=O)CC1NCCNC1=O (stereo not drawn)
→ -2	i	7	i	i	i	i	i	i	i	i
N#Cc1cc([N+](=O)[O-])ccc1NCCN1CCOCC1
→ 2	i	-4	i	i	i	i	i	i	i	i
CC1(C)Cc2ccccc2-c2nnc(SCc3ccc(C#N)cc3)n21
→ 0	i	7	i	i	i	i	i	i	i	i
COCCCNc1nc2c(-c3cccc(C)c3)nnn2c2ccc(Cl)cc12
→ -3	i	8	i	i	i	i	i	i	i	i
CCN(CC)S(=O)(=O)c1ccc(C(=O)OCC(=O)Nc2sc3c(c2C#N)CCCCC3)cc1
→ 8	i	10	i	i	i	i	i	i	i	i
CCOCCCNC(=O)C1CCC(=O)N1CCc1ccccc1 (stereo not drawn)
→ -8	i	0	i	i	i	i	i	i	i	i
COc1ccccc1NC(=O)c1c(C)cc(=O)oc1C
→ 0	i	10	i	i	i	i	i	i	i	i
COc1ccc(C(=O)NCCCc2nc3ccccc3n2Cc2cc(C)ccc2C)cc1OC
→ 8	i	4	i	i	i	i	i	i	i	i
CNS(=O)(=O)c1cccc(C(=O)OCC(=O)N2c3ccccc3CC2C)c1 (stereo not drawn)
→ ?	i	-1	i	i	i	i	i	i	i	i
CCSc1ncc(/C=N/Nc2ccc(Cl)cc2)n1C
→ ?	i	4	i	i	i	i	i	i	i	i
CC(CC(=O)Nc1ccc(Cl)c([N+](=O)[O-])c1)c1ccccc1 (stereo not drawn)
→ 0	i	4	i	i	i	100*	i	i	i	i
C/C=C/C(=O)N1CC2(CC(c3cccc(NC(=O)/C(C)=C/C)c3)=NO2)C[C@H]1C(N)=O (stereo partly drawn)
→ -11	i	-3	i	i	i	i	i	i	i	i
CCn1c(SCC(=O)Nc2nc(-c3ccc(C)cc3)cs2)nnc1-c1ccccc1
→ -3	i	21	i	i	i	i	i	i	i	i
O=C(c1cc(=O)[nH]c2ccccc12)N1CCN(c2ccccc2)CC1
→ 2	i	-7	i	i	i	i	i	i	i	i

# Screening data deposited in PubChem BioAssay by several laboratories.
